USP1-UAF1 inh: USP1/UAF1 (human) deubiquitinase inhibition; O94782; recombinant USP1/UAF1, Ub-Rhodamine cleavage fluorescence; Potency, µM (highest dose often 57.1 µM), for the others: at the top dose activity change, negative = inhibition, hits mostly inhibitors; 0.23% of 390,000 active; note: potency is the fitted concentration of half-maximal effect; % is set by controls: 0 for no effect and ±100 for the full control effect; nearly all actives have a fitted effect of over 60% in size; inactives centre near -12
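In this screen, compounds sit with the deubiquitinase complex (1nM) for 15 min at room temperature before Ub-Rho is added at 150nM final. Fluorescence rise is then followed for 6 reads every 60 seconds.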
RGS4 inh: human RGS4 inhibition | Potency, µM (top dose mostly 114 µM), without a hit: at the highest dose activity change, negative = inhibition, most hits filed as inhibitors | Transcreener GDP fluorescence polarization, RGS4-accelerated GTP hydrolysis | AID 504845 | 0.039% of 390,000 active; note: potency is the fitted concentration of half-maximal effect; % is set by controls: 0 for no effect and ±100 for the full control effect; nearly all actives have a fitted effect of over 75% in size; some results filed as inactive show a strong effect at the top dose
Target sequence (P49798 whole entry, looked up): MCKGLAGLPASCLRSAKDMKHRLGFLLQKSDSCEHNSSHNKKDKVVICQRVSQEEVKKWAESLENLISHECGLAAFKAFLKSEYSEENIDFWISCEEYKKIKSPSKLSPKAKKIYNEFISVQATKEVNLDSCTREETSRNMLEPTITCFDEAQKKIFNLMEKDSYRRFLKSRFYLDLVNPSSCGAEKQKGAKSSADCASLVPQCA
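MLSMR compounds (23 nl, pin-transferred) preincubated 10 min at room temperature with a 500nM (2x) first reagent, then RGS4 at 900nM (2x) plus Transcreener GDP mix added; fluorescence polarization (620/688 nm) read before and after 90 min at 30 °C.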
LDHA block: LDHA (human) enzyme inhibition | P00338 | purified LDHA, NADH/diaphorase-resazurin fluorescence; stronger effect = lower value | activity change, % (values are at about 110 or 230 µM) | 0.15% of 480,000 active | AID 1347041; in the data active = activity change below about -30%; inconclusive = mostly about -25% to -30%;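 note: plate controls were DMSO wells for no effect and wells without enzyme for full effect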
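Remaining NADH was detected by diaphorase (0.133 mg/mL) converting 37 µM resazurin to fluorescent resorufin, read at 0 and 20 minutes. The preceding 5-minute room-temperature reaction used 2 nM LDHA, 0.2 mM sodium pyruvate and 0.06 mM NADH at pH 7.4.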
GRP78 ERSR act: inducers of ER stress response in human glioma cells. Potency, µM, for inactives: at the highest dose activation, hits mostly activators. 0.02% of 420,000 active. U87-MG GRP78 promoter luciferase reporter, 16 h; note: potency is the fitted concentration of half-maximal effect; series mostly up to about 76 µM; % of control where 0% means no effect; nearly all actives have a fitted effect of over 35% in size
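Stably transfected U87-MG human glioma cells carrying a GRP78-based luminescent sensor were seeded at 1000 cells/well, pin-dosed with compounds and incubated 16 h. Luciferase reagent was then added, and end-point luminescence was read after 10 min at room temperature.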
mIDH1 inhibitor: blocks human mutant IDH1 R132H enzyme. IDH1-R132H enzyme, NADPH consumption, diaphorase/resazurin fluorescence. 0.093% of 390,000 active. Potency, µM (doses to about 76.6 µM), for the others: at the highest dose activity change, negative = inhibition, actives largely listed as inhibitors; note: potency is the fitted concentration of half-maximal effect; % is set by controls: 0 for no effect and ±100 for the full control effect; nearly all actives have a fitted effect of over 65% in size
Target sequence (O75874 whole entry R132H, stated change not applied): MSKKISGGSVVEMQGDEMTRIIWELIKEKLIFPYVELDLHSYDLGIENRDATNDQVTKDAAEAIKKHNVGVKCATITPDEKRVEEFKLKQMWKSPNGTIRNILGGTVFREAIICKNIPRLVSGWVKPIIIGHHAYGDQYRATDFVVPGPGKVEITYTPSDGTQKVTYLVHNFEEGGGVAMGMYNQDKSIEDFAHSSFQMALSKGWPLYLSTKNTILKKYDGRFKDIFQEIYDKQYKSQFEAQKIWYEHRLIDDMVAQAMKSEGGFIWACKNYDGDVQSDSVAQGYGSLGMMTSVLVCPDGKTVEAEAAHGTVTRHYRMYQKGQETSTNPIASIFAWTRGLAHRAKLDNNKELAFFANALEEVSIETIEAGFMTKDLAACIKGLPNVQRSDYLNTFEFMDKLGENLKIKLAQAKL
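IDH1-R132H (0.5 ug/mL) preincubated 30 min with compound, then NADPH (0.016 mM) and alpha-KG (2 mM) added; 80 min at RT, pH 7.5. Remaining NADPH coupled via diaphorase/resazurin to fluorescence (540/590 nm); concentration-response curves normalized to no-enzyme control.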
TrxR1 substrate: rat thioredoxin reductase 1 substrate activity | purified TrxR1 substrate turnover, NADPH consumption readout | AID 588456 | 0.01% of 390,000 active | Potency, µM (series often up to 114 µM), without a hit: at the highest dose activity change, negative = substrate turnover | O89049; note: potency is the fitted concentration of half-maximal effect; % is set by controls: 0 for no effect and ±100 for the full control effect; nearly all actives have a fitted effect of over 50% in size
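Rat TrxR1, dispensed at 90 nM, was prereduced with 400 uM NADPH (final) for 5 min at ~22 deg C, then incubated with compound 15 min before 400 uM selenite. A first-read NADPH fluorescence drop versus no-compound background flagged substrates.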
Vif-A3F inh: inhibitors of Vif-A3F interaction; HeLa A3F-eYFP + Vif (tagged APOBEC3F with the HIV-1 protein that degrades it), YFP fluorescence increase; Potency, µM (titrated, usually from 46.1 µM), for the others: at the top dose activity, negative = active; 0.2% of 390,000 active; AID 602313; note: potency is the fitted concentration of half-maximal effect; % of control where 0% means no effect; nearly all actives have a fitted effect of over 65% in size
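HeLa cells stably expressing A3F-eYFP plus Vif, plated and incubated overnight at 37 deg C, then exposed to compounds overnight at 37 deg C. Blocked degradation read as raised yellow fluorescence (Ex 488/Em 500-530).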
rTrxR1 inhibitor: rat TrxR1 inhibition; O89049; recombinant rTrxR1, NADPH fluorescence consumption, selenite substrate; Potency, µM (highest dose often 114 µM), inactives show at the top dose activity change, negative = inhibition, most hits filed as inhibitors; 1% of 390,000 active; note: potency is the fitted concentration of half-maximal effect; % is set by controls: 0 for no effect and ±100 for the full control effect; nearly all actives have a fitted effect of over 65% in size
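Rat TrxR1 (90 nM in the dispensed reagent) was pre-reduced with 400 uM NADPH for 5 min at room temperature, then incubated with compound for 15 min. After 400 uM selenite was added, NADPH fluorescence (Ex 340/Em 450 nm) was followed for 8 min.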
Vif-A3G inh: blocks the Vif interaction with human APOBEC3G. HeLa A3G-eYFP + Vif (tagged APOBEC3G with the HIV-1 protein that degrades it), YFP fluorescence, overnight. Q9HC16. 0.076% of 410,000 active. Potency, µM (series often up to 46.1 µM), for inactives: at the highest dose activity, negative = active, most hits filed as inhibitors;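 note: potency is the fitted concentration of half-maximal effect; % is set by controls: 0 for no effect and ±100 for the full control effect; nearly all actives have a fitted effect of over 60% in size; hits raise eYFP signal because A3G escapes Vif-driven loss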
Target sequence (Q9HC16 whole entry, looked up): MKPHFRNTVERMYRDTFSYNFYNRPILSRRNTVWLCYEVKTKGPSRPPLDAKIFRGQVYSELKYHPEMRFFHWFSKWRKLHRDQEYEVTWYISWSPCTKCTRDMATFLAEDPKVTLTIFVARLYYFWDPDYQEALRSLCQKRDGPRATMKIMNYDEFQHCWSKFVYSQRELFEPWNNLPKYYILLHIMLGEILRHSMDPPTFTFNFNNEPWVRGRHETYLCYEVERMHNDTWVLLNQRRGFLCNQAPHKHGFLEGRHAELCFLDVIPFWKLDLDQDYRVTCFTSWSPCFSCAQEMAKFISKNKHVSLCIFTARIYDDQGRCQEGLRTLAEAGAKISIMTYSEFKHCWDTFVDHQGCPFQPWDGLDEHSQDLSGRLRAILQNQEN
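Read-out is eYFP fluorescence (Ex 488/Em 500-530) from Vif-expressing HeLa A3G-eYFP cells; more signal means A3G escaped Vif-mediated degradation. Cells plated overnight, compound pinned in, incubated overnight at 37 deg C.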
* hit, by the source's call; ? = inconclusive; nt = not tested or not shown; & = joins results of further samples; [ ] = another dose, or the depositor's remark. Unless noted, calls come from the whole dose curve; as a rule, active = well fitted curve in the direction sought with a large enough effect; inconclusive = small, poorly fitted or top-dose-only effect, or another doubt; inactive = no such curve, though single readings can be large; an effect the other way counts as inactive or inconclusive. Some of the compounds tested; rates above refer to the full screens.

SMILES	USP1-UAF1 inh	RGS4 inh	LDHA block	GRP78 ERSR act	mIDH1 inhibitor	TrxR1 substrate	Vif-A3F inh	rTrxR1 inhibitor	Vif-A3G inh
CCN1CCN(c2ncc3c(n2)CC(c2ccc(OC)c(OC)c2)CC3=O)CC1 (stereo not drawn)	-4%	-10%	-1	-4%	6%	-4%[57.1 µM]	-8%	-11%[57.1 µM]	-32%
O=C(c1ccco1)N1CC2(CC(c3ccc(Cl)cc3)=NO2)CN1Cc1ccc(Br)cc1 (stereo not drawn)	-29%	nt	0	-1%	-5%	nt	8%	nt	0%
O=C(c1cc(-c2cccnc2)nc2ccccc12)N1CCN(S(=O)(=O)c2ccc(Cl)s2)CC1	-14%	-26%	-3	-4%	0%	-1%	-8%	-2%	-3%
CCc1ccc(S(=O)(=O)c2cn(Cc3ccccc3F)c3cc(OC)c(OC)cc3c2=O)cc1	-20%	-17%	1	-5%	-14%	8%	2%	13%	-10%
Nc1c(-c2ccc3c(c2)OCCO3)oc2ccccc2c1=O	-7%	-29%	-6	-2%	3%	12%	7%	-6%[57.1 µM]	-3%
Cc1ccccc1N=Nc1c(C)[nH]n(C(N)=S)c1=O	-4%	5%	-4	7%	-8%	-8%	?	?	-2%
Brc1ccc(-c2csc3ncnc(-n4nnc5ccccc54)c23)cc1	-8%	-6%	-2	-3%	7%	-13%	?	-5%	-18%
COc1cccc(C(=O)OCC(=O)NCc2ccc3c(c2)OCO3)c1OC	2%	13%	3	-4%	9%	10%[57.1 µM]	3%	6%[57.1 µM]	2%
COC(=O)c1nc2n(n1)C(c1cc(OC)ccc1OC)C(C(=O)Nc1ccc(C)cc1C)=C(C)N2 (stereo not drawn)	-1%	12%	0	-3%	10%	-6%	-8%	-3%	3%
COc1cc(C2NCC(c3ccc(Cl)cc3Cl)c3c2[nH]c2ccccc32)cc(OC)c1OC (stereo not drawn)	-15%	?	-1	-3%	2%	-20%[57.1 µM]	-11%	-37%	-8%
CC(=O)Nc1nc(C=C(Cl)Cl)cs1	-7%	-7%	-5	8%	-3%	-6%[57.1 µM]	-4%	-27%[57.1 µM]	-1%
N/C(=N\NS(=O)(=O)c1ccc(Cl)cc1)c1ccccn1	-13%	-11%	3	-5%	3%	-5%	-1%	-1%	1%
Cc1cccc(CCNC(=O)C2CC(O)CN2C(=O)Nc2ccccc2)c1 (stereo not drawn)	-24%	nt	2	-5%	6%	nt	-3%	nt	-1%
CCOc1ncccc1C(=O)Nc1nnc(C2CC2)s1	-19%	-21%	-3	-3%	6%	-11%[57.1 µM]	-2%	28%[57.1 µM]	0%
CC(C)NCC(O)COCCOc1ccc(C(C)(C)C)cc1 (stereo not drawn)	-12%	5%	-1	-3%	1%	-6%	0%	-5%	-11%
Cc1ccc(OCC(=O)OCc2cc(=O)n3nc(-c4cccs4)sc3n2)cc1	-21%	-22%	-2	-1%	-8%	3%[57.1 µM]	-1%	17%[57.1 µM]	1%
COc1ccc(C(O)Cc2nc3ccccc3n2C)cc1OC (stereo not drawn)	7%	14%	-3	-3%	-4%	2%[57.1 µM]	-1%	-2%	-3%
Cc1c(CN2CCCC(C(=O)c3cccc(Cl)c3)C2)c(=O)n(-c2ccccc2)n1C (stereo not drawn)	1%	22%	-12	0%	15%	6%[57.1 µM]	3%	31%[57.1 µM]	2%
Cc1nn(CC(=O)NC2CCC(C)CC2)c(C)c1[N+](=O)[O-] (stereo not drawn)	-3%	5%	-8	0%	2%	-19%	7%	-21%	3%
O=c1oc2ccccc2c(NCCO)c1[N+](=O)[O-]	-15%	-11%	-1	-4%	16%	-13%	0%	-21%	-5%

Record cards, as listed above. Order of values: USP1-UAF1 inh | RGS4 inh | LDHA block | GRP78 ERSR act | mIDH1 inhibitor | TrxR1 substrate | Vif-A3F inh | rTrxR1 inhibitor | Vif-A3G inh
`O=c1oc2ccccc2c(NCCO)c1[N+](=O)[O-]` is entered as -15% | -11% | -1 | -4% | 16% | -13% | 0% | -21% | -5%
`Cc1cccc(CCNC(=O)C2CC(O)CN2C(=O)Nc2ccccc2)c1` (stereo not drawn) is entered as -24% | nt | 2 | -5% | 6% | nt | -3% | nt | -1%

New compounds follow
SMILES	USP1-UAF1 inh	RGS4 inh	LDHA block	GRP78 ERSR act	mIDH1 inhibitor	TrxR1 substrate	Vif-A3F inh	rTrxR1 inhibitor	Vif-A3G inh
C=CCN(CC=C)S(=O)(=O)c1ccc2nsnc2c1	-8%	13%	-2	-3%	11%	3%	-8%	16%	3%
Cc1cccc(C)c1NC(=O)C(NS(=O)(=O)c1cccs1)c1ccccc1 (stereo not drawn)	-1%&-3%	?	-6&-9	-2%&-4%	0%&5%	3%&-1%	0%&-8%	8%&-2%	-7%&0%
CCC(CC)C(=O)Nc1nnc(S(=O)(=O)N2c3ccccc3CC2C)s1 (stereo not drawn)	-6%&-22%	2%&6%	0&-1	-4%&-5%	11%&0%	2%&-11%	-5%&-5%	19%&4%	0%&3%
COc1ccc(S(=O)(=O)NC(Cc2cnc[nH]2)C(=O)O)cc1 (stereo not drawn)	-8%	2%	-3	-5%	-1%	-9%	-1%	-7%	-6%
COc1ccc(CCNC(=O)CCCCC(=O)NCCc2ccc(OC)c(OC)c2)cc1OC	-14%	20%	-6	-3%	-3%	-1%	-26%	6%	-6%
Cc1ccnc(NC(=O)CCC(=O)N(CC(=O)NCCc2ccccc2)c2ccccc2F)c1	-3%	-1%	-5	7%	-2%	-4%	-1%	10%[57.1 µM]	-3%
CN(C)S(=O)(=O)Oc1ccccc1C(=O)Nc1ccc(F)cc1F	-20%	-15%	-3	-3%	0%	-4%	-25%	4%	-7%
Cc1cc(C)cc(N(CC(=O)NCc2ccco2)C(=O)CCC(=O)Nc2ccccn2)c1	-13%	27%	-1	-2%	2%	4%[57.1 µM]	-10%	7%	0%
O=C(NC1CC(=O)N(c2cccc(F)c2)C1)c1ccc2c(c1)OCO2 (stereo not drawn)	-2%	-12%	1	-3%	-9%	-3%[57.1 µM]	0%	-1%[57.1 µM]	-5%
COc1ccc(C(=O)OCC(=O)c2cc(OC)ccc2OC)c(OC)c1	-21%	30%	-2	-2%	2%	5%[57.1 µM]	6%	5%[57.1 µM]	-3%
CC(=O)N1c2ccc(S(=O)(=O)N3CCC(C(=O)N4CCN(c5cc(Cl)ccc5C)CC4)CC3)cc2CC1C (stereo not drawn)	0%	7%[11.4 µM]	-4	-6%	-11%	0%	2%	3%	2%
COc1cc2oc3ccc(C#Cc4ccccn4)cc3c(=O)c2cc1OC	-10%	16%	-11	0%	0%[38.3 µM]	41%[activator]	-2%	10%	-22%
O=C1NC(=O)/C(=C/c2cc3c(cc2Br)OCO3)S1	-26%	-1%	-6	8%	5%	-11%	0%	-8%	0%
CC(C)NC(=O)CN1C(=O)C(=O)c2ccccc21	-11%	-13%	9	1%	11%	0%	?	3%	0%
O=C(O)c1ccc(NS(=O)(=O)c2ccc(N3CCCC3)c([N+](=O)[O-])c2)cc1	-16%	27%	-2	-5%	-8%	-7%	-11%	9%	1%
COc1ccc(CNC(=O)C(CCSC)NC(=O)c2ccco2)cc1 (stereo not drawn)	-15%	27%	-8	-6%	-6%	3%[57.1 µM]	-1%	8%	-5%
O=C(NCC(=O)N1CCCC1C(=O)O)OC1CCCCC1 (stereo not drawn)	-11%	-4%	-1	1%	7%	-4%[57.1 µM]	1%	11%[57.1 µM]	3%
COc1ccccc1NC(=O)CCc1nnc2ccc(NCc3ccco3)nn12	-7%	3%	-2	-1%	5%	-3%	2%	-31%	1%
O=C(CCCN1C(=O)c2cccc3cccc(c23)C1=O)N1CCN(c2ccc(F)cc2)CC1	-13%	-12%	-7	-1%	2%	-5%	-4%	1%[57.1 µM]	0%
CC(=O)Nc1nc2cccc([N+](=O)[O-])c2s1	-5%	12%	-1	3%	-2%	-18%	-2%	-24%	3%
OCCC1CN(Cc2cccc(OC3CCCC3)c2)CCN1Cc1ccsc1 (stereo not drawn)	-22%	-5%	-1	-1%	3%	-6%	-11%	2%	1%

Look-ups from the results shown.
In rTrxR1 inhibitor, CC(=O)Nc1nc2cccc([N+](=O)[O-])c2s1 is listed with -24%
In Vif-A3G inh, CN(C)S(=O)(=O)Oc1ccccc1C(=O)Nc1ccc(F)cc1F is listed with -7%
In mIDH1 inhibitor, OCCC1CN(Cc2cccc(OC3CCCC3)c2)CCN1Cc1ccsc1 (stereo not drawn) is listed with 3%
In rTrxR1 inhibitor, CC(C)NC(=O)CN1C(=O)C(=O)c2ccccc21 is listed with 3%
In USP1-UAF1 inh, O=C(NC1CC(=O)N(c2cccc(F)c2)C1)c1ccc2c(c1)OCO2 (stereo not drawn) is listed with -2%
In Vif-A3F inh, Cc1cc(C)cc(N(CC(=O)NCc2ccco2)C(=O)CCC(=O)Nc2ccccn2)c1 is listed with -10%

Screening data from PubChem BioAssay.
